thrombin 1536: thrombin (human) inhibition. P00734. inhibition, % at 5 µM. 220,000 tested, 0.26% active. alpha-thrombin, Boc-VPR-AMC fluorogenic substrate cleavage;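 active = inhibition at or above 40%; inactive = inhibition below 40%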;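 note: 0% = enzyme with no compound and 100% = wells without enzyme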
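Test system: human alpha-thrombin; medium: pH 7.5 Tris-saline with Tween 20; times: reaction at room temperature; signal: AMC fluorescence at 355 nm excitation and 460 nm emission; also added: Boc-VPR-AMC substrate, 15 µM final; dosing: one concentration per compound, 5 µM, with 0.2% DMSO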
FXIIa inh: blocks human coagulation factor XIIa protease activity; 220,000 tested, 0.3% active; purified FXIIa, Boc-QGR-AMC fluorogenic substrate, 2 h; P00748; inhibition, % at 5 µM; in the data active = inhibition above about 40%;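 note: 0% = enzyme with no compound and 100% = blank without enzyme; many of its hits are not listed in these tables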
KCC2 mod: modulators of human KCC2 chloride dependent transport | Q9H2X9 | KCC2 cells, thallium flux FluoZin-2 fluorescence | B-score of Tl+ flux slope (higher = more flux/activation; lower = inhibition) at 10 µM | 190,000 tested, 2.2% active;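 active = thallium flux slope and its plate-corrected score both differing from the plate sample mean at a set confidence after two filtering rounds, in either direction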;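 note: slope of fluorescence scaled to starting intensity during 10 to 20 s after thallium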
Rad51 HR inh: blocks human Rad51 in homologous recombination; Q06609; hRad51 DNA strand exchange, fluorescence dequenching; inhibition, % at 10 µM; 200,000 tested, 0.085% active; AID 1385;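 active = inhibition above 40% at the single screening dose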;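 note: 0% = DMSO control wells and 100% = blanks with heterologous ssDNA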
Target sequence (Q06609 whole entry, looked up): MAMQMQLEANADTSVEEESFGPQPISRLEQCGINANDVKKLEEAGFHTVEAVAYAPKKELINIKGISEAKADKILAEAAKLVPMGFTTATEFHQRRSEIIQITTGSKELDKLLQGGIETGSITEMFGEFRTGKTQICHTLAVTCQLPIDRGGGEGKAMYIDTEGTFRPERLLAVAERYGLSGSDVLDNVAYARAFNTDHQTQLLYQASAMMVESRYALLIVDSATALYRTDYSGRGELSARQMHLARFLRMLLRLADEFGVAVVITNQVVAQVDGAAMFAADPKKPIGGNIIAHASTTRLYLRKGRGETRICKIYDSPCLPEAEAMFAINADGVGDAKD
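Read-out basis: percent inhibition relative to plate controls and blanks / Assay system: human Rad51 nucleoprotein filaments preassembled on unlabelled ssDNA / Timing: filaments 15 min 37 °C, then compound 30 min / Control set: per-plate controls and blanks / Technique: fluorescence dequenching at 485/520 nm / Compound: 10 µM final, single point / Also added: Fluorescein- and BHQ1-tagged 47-mer duplex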
zVAD death inh: blocks zVAD induced death of L929 cells | L929 zVAD necroptosis rescue, ATP luminescence, 24 h; with zVAD 60 µM | viability rescue, % at 10 µM | 220,000 tested, 0.38% active | AID 1377;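 active = activation, scaled between plate controls, above about 75%, limit read from the data; inactive = activation under that limit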;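 note: 0% = zVAD with DMSO and 100% = DMSO alone without zVAD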
TNF death inh: inhibitors of TNF-alpha induced necroptosis in Jurkat FADD-/- cells; Jurkat FADD-/- TNF necroptosis rescue, ATP luminescence, 24 h; 0 = TNF only, 100 = no-TNF cells; activation (protection from cell death), % at 10 µM; 220,000 tested, 0.068% active; AID 463075;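 active = activation, meaning protection from cell death, of at least 50% relative to plate controls; inactive = activation below 50%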;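 note: necroptosis triggered by 40 ng/mL TNF-alpha added together with compound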
Hck Nef HTS: inhibitors of human Hck kinase activated by Nef; 220,000 tested, 0.68% active; Recombinant Hck-YEEI plus Nef, Z-Lyte FRET kinase assay; AID 463187; inhibition, % at 20 µM; P08631;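 active = Hck-Nef kinase inhibition above about 50%, limit read from the data; inactive = inhibition below that limit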;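 note: 0% = DMSO with Hck plus Nef and 100% = Hck alone without Nef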
hK5 inh: inhibitors of human kallikrein 5; 210,000 tested, 0.59% active; AID 873; inhibition, % at 5 µM; Q9Y337; recombinant hK5, fluorogenic AMC substrate cleavage;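 active = inhibition of 40% or more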;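 note: 0% = enzyme controls without compound and 100% = no-enzyme blanks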
FXIa inh: inhibitors of human coagulation factor XIa | 220,000 tested, 0.14% active | P03951 | purified FXIa, Boc-Glu-Ala-Arg-AMC fluorogenic substrate | AID 798 | inhibition, % at 5 µM;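 active = inhibition of at least 40%; inactive = inhibition below 40%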;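 note: fluorescence of freed AMC excited at 355 nm; 0% = enzyme without compound and 100% = no enzyme blank; many of its hits are not listed in these tables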
Target sequence (P03951 19-387 limits assumed): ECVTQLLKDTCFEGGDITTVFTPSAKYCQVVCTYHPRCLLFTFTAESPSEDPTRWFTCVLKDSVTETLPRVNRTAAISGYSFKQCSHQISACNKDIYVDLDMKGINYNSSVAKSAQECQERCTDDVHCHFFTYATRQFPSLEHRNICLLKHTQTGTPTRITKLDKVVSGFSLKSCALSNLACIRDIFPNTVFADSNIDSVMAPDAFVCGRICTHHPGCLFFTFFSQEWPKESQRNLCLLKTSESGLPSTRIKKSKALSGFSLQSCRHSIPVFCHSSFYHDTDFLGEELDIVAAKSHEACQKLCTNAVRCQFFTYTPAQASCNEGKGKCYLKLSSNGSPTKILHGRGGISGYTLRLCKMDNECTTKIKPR
Target sequence (P03951 388-625 limits assumed): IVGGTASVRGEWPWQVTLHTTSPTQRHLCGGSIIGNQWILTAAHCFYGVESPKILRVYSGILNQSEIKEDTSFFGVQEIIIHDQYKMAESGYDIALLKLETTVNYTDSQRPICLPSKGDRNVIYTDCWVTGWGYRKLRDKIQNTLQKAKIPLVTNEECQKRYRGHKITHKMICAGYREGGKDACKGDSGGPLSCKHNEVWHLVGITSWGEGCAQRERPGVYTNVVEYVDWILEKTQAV
Active calls of the source: *. The list is partial; the hit share may differ from the screen's.

Results for S=C(NCC1CCCO1)NC12CC3CC(CC(C3)C1)C2 (stereo unspecified) ?
thrombin 1536: 10; FXIIa inh: 19; KCC2 mod: -0.45; Rad51 HR inh: 7; zVAD death inh: -1.5; TNF death inh: -0.8; Hck Nef HTS: 22; hK5 inh: 21; FXIa inh: 29

What do the screens show for `S=C(NCc1ccco1)N1CCN(c2cccc(Cl)c2)CC1`?
thrombin 1536: 2; FXIIa inh: 10; KCC2 mod: -0.83; zVAD death inh: 0.3; TNF death inh: -2.4; Hck Nef HTS: 6; hK5 inh: 15; FXIa inh: 2

How did CCOC(=O)C1CCN(Cc2nc3ccccc3c(=O)n2-c2ccc(F)cc2)CC1 do in these assays?
thrombin 1536: -1; FXIIa inh: 12; zVAD death inh: 0.0; TNF death inh: 1.7; Hck Nef HTS: -2; hK5 inh: 5; FXIa inh: -1

What do the screens show for `O=C(NNS(=O)(=O)c1ccccc1)c1csc(-c2cccnc2)n1`?
thrombin 1536: -6; FXIIa inh: 1; KCC2 mod: 0.87; Rad51 HR inh: 1; zVAD death inh: 2.9; TNF death inh: 1.6; Hck Nef HTS: -6; hK5 inh: -3; FXIa inh: -1

How did CC1CCc2c(sc3nc(CN4CCOCC4)nc(Sc4ccccc4)c23)C1 (stereo unspecified) do in these assays?
thrombin 1536: -7; FXIIa inh: 5; KCC2 mod: 0.32; Rad51 HR inh: 2; zVAD death inh: 0.2; TNF death inh: 0.3; Hck Nef HTS: 4; hK5 inh: -13; FXIa inh: -2

Results for O=C(Nc1ccc2c3c(cccc13)CC2)c1ccc(Br)o1 ?
thrombin 1536: -8; FXIIa inh: -1; KCC2 mod: -0.23; zVAD death inh: -0.6; TNF death inh: -1.0; Hck Nef HTS: -17; hK5 inh: -2; FXIa inh: -6

How did C/C(=N/NC(=O)CNC(=O)Cc1ccccc1)c1ccco1 do in these assays?
thrombin 1536: -1; FXIIa inh: 8; KCC2 mod: 0.68; Rad51 HR inh: -3; zVAD death inh: 0.6; TNF death inh: 1.1; Hck Nef HTS: 1; hK5 inh: -15; FXIa inh: 0

What do the screens show for `COc1cc(CNCCc2c[nH]c3ccccc23)ccc1OCc1ccccc1F`?
thrombin 1536: 2; FXIIa inh: 16; Rad51 HR inh: 2; zVAD death inh: 0.6; TNF death inh: -16; Hck Nef HTS: 1; hK5 inh: -5; FXIa inh: 4

What do the screens show for `CC(NC(=O)c1ccccc1NC(=O)c1ccccc1)C(=O)N1CCOCC1` (stereo unspecified)?
thrombin 1536: -6; FXIIa inh: 3; KCC2 mod: 0.7; zVAD death inh: 0.2; TNF death inh: 0.6; Hck Nef HTS: 3; hK5 inh: -12; FXIa inh: -2

How did CCC/C(=N\NC(=O)c1ccccc1C)c1ccccc1 do in these assays?
thrombin 1536: -10; FXIIa inh: 16; KCC2 mod: 0.56; Rad51 HR inh: 9; zVAD death inh: 2.7; TNF death inh: 1.3; Hck Nef HTS: 8; hK5 inh: -14; FXIa inh: 5

How did COc1ccc(-n2ncc3c(N4CCCc5ccccc54)ncnc32)cc1 do in these assays?
thrombin 1536: 3; FXIIa inh: 14; zVAD death inh: 0.7; TNF death inh: 3.4; Hck Nef HTS: 0; hK5 inh: 1; FXIa inh: 11

Results for Cn1c(SCC(=O)N2CCCc3ccccc32)nnc1-c1c[nH]c2ccccc12 ?
thrombin 1536: 3; FXIIa inh: 15; KCC2 mod: 0.43; Rad51 HR inh: -1; zVAD death inh: 1.7; TNF death inh: -2.0; Hck Nef HTS: 2; hK5 inh: 14; FXIa inh: 1

How did c1ccc(C(c2c[nH]c3ccccc23)c2c[nH]c3ccccc23)nc1 do in these assays?
thrombin 1536: 4; FXIIa inh: 12; zVAD death inh: -0.1; TNF death inh: -2.2; Hck Nef HTS: 2; hK5 inh: -3; FXIa inh: 4

Results for Cc1nn2c(nc1=O)NNC2(C)C(C)(C)C (stereo unspecified) ?
thrombin 1536: -2; FXIIa inh: 5; KCC2 mod: -0.59; Rad51 HR inh: -89; zVAD death inh: 0.2; TNF death inh: 0.4; Hck Nef HTS: 18; hK5 inh: 0; FXIa inh: -4

What do the screens show for `CC(C)CN1CCC(=O)N([C@H](CSc2ccc(Br)cc2)Cc2ccccc2)CC1`?
thrombin 1536: -2; FXIIa inh: 7; KCC2 mod: -0.35; Rad51 HR inh: 5; zVAD death inh: -0.6; TNF death inh: -1.0; Hck Nef HTS: 26; hK5 inh: 2; FXIa inh: 0

How did COc1ccc(NC(=O)CN(C)C2CCCCC2)c([N+](=O)[O-])c1 do in these assays?
thrombin 1536: -3; FXIIa inh: -3; KCC2 mod: 0.055; Rad51 HR inh: 7; zVAD death inh: 2.2; TNF death inh: 3.8; Hck Nef HTS: -1; hK5 inh: 13; FXIa inh: -8

How did S=C(Nc1ccc(Cl)cc1)c1nc2ccccc2s1 do in these assays?
thrombin 1536: -3; FXIIa inh: 6; KCC2 mod: 1.1; Rad51 HR inh: 11; zVAD death inh: 0.1; TNF death inh: -0.8; Hck Nef HTS: 2; hK5 inh: -137; FXIa inh: -1

How did CC(=O)c1ccc(N2CCN(C(=O)c3ccco3)C(C)C2)c(F)c1 (stereo unspecified) do in these assays?
thrombin 1536: -1; FXIIa inh: 13; KCC2 mod: 1.4; Rad51 HR inh: 2; zVAD death inh: -1.0; TNF death inh: -1.6; Hck Nef HTS: 6; hK5 inh: -14; FXIa inh: 3

How did O=C1Nc2ccccc2/C1=C/c1cnc(-c2ccccc2)[nH]1 do in these assays?
thrombin 1536: 4; FXIIa inh: 13; KCC2 mod: 0.8; Rad51 HR inh: -307; zVAD death inh: 3.4; TNF death inh: -0.7; Hck Nef HTS: -97; hK5 inh: 2; FXIa inh: 7

What do the screens show for `CN1CCN(c2cc(=O)n(-c3ccc(Cl)cc3)c(=O)[nH]2)CC1`?
thrombin 1536: 1; FXIIa inh: 16; Rad51 HR inh: 2; zVAD death inh: 1.6; TNF death inh: 0.2; Hck Nef HTS: 1; hK5 inh: -2; FXIa inh: 9

Molecules listed so far with a Cl atom, in the order listed:
What do the screens show for `S=C(NCc1ccco1)N1CCN(c2cccc(Cl)c2)CC1`?
thrombin 1536: 2; FXIIa inh: 10; KCC2 mod: -0.83; zVAD death inh: 0.3; TNF death inh: -2.4; Hck Nef HTS: 6; hK5 inh: 15; FXIa inh: 2

How did S=C(Nc1ccc(Cl)cc1)c1nc2ccccc2s1 do in these assays?
thrombin 1536: -3; FXIIa inh: 6; KCC2 mod: 1.1; Rad51 HR inh: 11; zVAD death inh: 0.1; TNF death inh: -0.8; Hck Nef HTS: 2; hK5 inh: -137; FXIa inh: -1

What do the screens show for `CN1CCN(c2cc(=O)n(-c3ccc(Cl)cc3)c(=O)[nH]2)CC1`?
thrombin 1536: 1; FXIIa inh: 16; Rad51 HR inh: 2; zVAD death inh: 1.6; TNF death inh: 0.2; Hck Nef HTS: 1; hK5 inh: -2; FXIa inh: 9

(listing goes on)
What do the screens show for `CCOc1ccc(C(=O)Cc2ccc3oc(C(=O)O)cc3c2)c(O)c1`?
thrombin 1536: 3; FXIIa inh: 11; KCC2 mod: 0.96; Rad51 HR inh: 2; zVAD death inh: 0.9; TNF death inh: 0.6; Hck Nef HTS: -1; hK5 inh: -8; FXIa inh: 2

How did CCOC(=O)N1CCC(N(CCN(C)C)C(=S)Nc2ccc(F)c(Cl)c2)CC1 do in these assays?
thrombin 1536: -7; FXIIa inh: 6; KCC2 mod: -0.13; Rad51 HR inh: 10; zVAD death inh: -0.8; TNF death inh: 1.9; Hck Nef HTS: 28; hK5 inh: -1; FXIa inh: 1

What do the screens show for `CC1=CCC(C(=O)O)(C(=O)N/N=C/c2cccnc2)C(c2ccccc2)C1` (stereo unspecified)?
thrombin 1536: -10; FXIIa inh: 6; KCC2 mod: 0.48; Rad51 HR inh: 1; zVAD death inh: 1.7; TNF death inh: 0.0; Hck Nef HTS: 14; hK5 inh: -5; FXIa inh: 1

Results for CCOC(=O)N1CCN(C(=O)CCSc2ccc(Cl)cc2)CC1 ?
thrombin 1536: 8; FXIIa inh: 8; KCC2 mod: 0.26; Rad51 HR inh: 5; zVAD death inh: 0.1; TNF death inh: -1.2; Hck Nef HTS: 14; hK5 inh: -10; FXIa inh: 5

Results for c1cc2c(cn1)cnc1cscc12 ?
thrombin 1536: -9; FXIIa inh: 11; KCC2 mod: -0.24; Rad51 HR inh: -4; zVAD death inh: 2.9; TNF death inh: -0.7; Hck Nef HTS: 3; hK5 inh: -6; FXIa inh: 4

What do the screens show for `CC(OC(=O)Cc1coc2ccc3ccccc3c12)C(=O)NC(N)=O` (stereo unspecified)?
thrombin 1536: 7; FXIIa inh: 35; KCC2 mod: -0.77; Rad51 HR inh: 1; zVAD death inh: -0.5; TNF death inh: 0.2; Hck Nef HTS: -39; hK5 inh: 9; FXIa inh: 18

Results for CC(C)[C@H](NC(=O)c1ccccc1)C(=O)OCC(=O)N1CCCc2ccccc21 ?
thrombin 1536: -4; FXIIa inh: 19; KCC2 mod: -0.48; Rad51 HR inh: 5; zVAD death inh: 0.2; TNF death inh: 1.6; Hck Nef HTS: 6; hK5 inh: -18; FXIa inh: 19

Results for c1cncc(CSc2nnc(-c3cccnc3)n2Cc2ccco2)c1 ?
thrombin 1536: -10; FXIIa inh: -2; KCC2 mod: 0.34; Rad51 HR inh: 4; zVAD death inh: -0.1; TNF death inh: -0.5; Hck Nef HTS: -2; hK5 inh: -21; FXIa inh: 3

What do the screens show for `COc1cc2c(cc1OC)C(C(=O)Nc1cc(OC)c(OC)c(OC)c1)C(c1cccnc1)N(C)C2=O` (stereo unspecified)?
thrombin 1536: 0; FXIIa inh: 6; KCC2 mod: 1; Rad51 HR inh: -1; zVAD death inh: 0.6; TNF death inh: -0.4; Hck Nef HTS: 17; hK5 inh: 1; FXIa inh: 1

Results for O=C(O)CN(CCO)CCN(CC(=O)O)CC(=O)O ?
thrombin 1536: 1; FXIIa inh: 12; KCC2 mod: -1.1; Rad51 HR inh: 1; zVAD death inh: 3.4; TNF death inh: 0.5; Hck Nef HTS: 3; hK5 inh: -35; FXIa inh: 7

How did N/C(=N\OS(=O)(=O)c1ccc2ccccc2c1)c1ccccn1 do in these assays?
thrombin 1536: -3; FXIIa inh: -2; KCC2 mod: 0.6; Rad51 HR inh: -8; zVAD death inh: 2.0; TNF death inh: 0.2; Hck Nef HTS: 22; hK5 inh: -5; FXIa inh: 0

What do the screens show for `COCCNC(=O)c1ccc(N2CCC3(CC2)OCCO3)c([N+](=O)[O-])c1`?
thrombin 1536: -3; FXIIa inh: 13; KCC2 mod: 0.0034; Rad51 HR inh: 11; zVAD death inh: 0.5; TNF death inh: 0.6; Hck Nef HTS: 1; hK5 inh: -17; FXIa inh: 7

How did COc1ccc(CCN(Cc2nc3ccccc3c(=O)[nH]2)C(=O)c2ccco2)cc1OC do in these assays?
thrombin 1536: -6; FXIIa inh: 14; KCC2 mod: 0.5; Rad51 HR inh: 1; zVAD death inh: -0.1; TNF death inh: -0.6; Hck Nef HTS: 0; hK5 inh: -12; FXIa inh: 1
